# Source: PubChem
# HCV inh: HCV inhibition | Huh7.5.1 HCVcc-Cre infection, luciferase reporter, 44 h | Potency, µM (series often up to 41.8 µM), for inactives: at the highest dose activity change, negative = inhibition, most hits filed as inhibitors | 3.4% of 340,000 active | AID 651820; further: potency means the concentration at half of the fitted maximal effect
#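 Infectious HCV cell culture screen: compound-treated cells (1,000/well, pre-plated 4 h) are infected with HCVcc-Cre at roughly 0.5 moi and grown 44 h. Infection is quantified by luciferase signal after 15 min substrate incubation at room temperature.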
# AmpC inh no detg: inhibitors of E. coli AmpC beta-lactamase without detergent; P00811; AmpC nitrocefin hydrolysis, absorbance 480 nm, 0.0001% Triton; Potency, µM (series often up to 57.1 µM), without a hit: at the highest dose activity change, negative = inhibition, most hits filed as inhibitors; 0.52% of 330,000 active; AID 485341;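 further: potency means the concentration at half of the fitted maximal effect; plate controls were no compound for no effect and no enzyme for full effect; nearly all actives have a fitted effect of over 20% in size; some results filed as inactive show a strong effect at the top dose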
# Target sequence (P00811 whole entry, looked up): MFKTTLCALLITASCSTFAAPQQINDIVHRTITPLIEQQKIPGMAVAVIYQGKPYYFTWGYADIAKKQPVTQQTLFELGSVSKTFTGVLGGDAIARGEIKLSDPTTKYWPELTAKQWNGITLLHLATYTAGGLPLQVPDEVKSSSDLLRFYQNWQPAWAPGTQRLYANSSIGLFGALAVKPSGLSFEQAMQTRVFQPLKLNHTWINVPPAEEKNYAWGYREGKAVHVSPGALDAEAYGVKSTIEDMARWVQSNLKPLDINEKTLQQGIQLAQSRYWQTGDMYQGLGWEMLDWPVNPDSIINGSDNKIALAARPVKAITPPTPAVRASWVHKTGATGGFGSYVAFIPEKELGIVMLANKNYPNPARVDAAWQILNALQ
#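 20 mM phosphate pH 7.0 + 0.01% (detergent screen) or 0.0001% Triton X-100; 5.3 nM AmpC reagent; cpd preinc 15 min RT; nitrocefin (800 uM stock) to start; A480 q20 s × 4 min; Activity was normalised to no-enzyme and no-compound control wells.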
# AmpC inh detg: inhibitors of E. coli AmpC beta-lactamase with detergent. AmpC hydrolysis of nitrocefin, absorbance 480 nm, 0.01% Triton. P00811. 0.041% of 370,000 active. Potency, µM (doses to about 114 µM), for the others: at the top dose activity change, negative = inhibition, actives largely listed as inhibitors;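 further: potency means the concentration at half of the fitted maximal effect; 0% = no-compound wells and -100% = no-enzyme wells; nearly all actives have a fitted effect of over 25% in size; some results filed as inactive show a strong effect at the top dose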
#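 AmpC (5.3 nM in the dispensed reagent) in 20 mM phosphate pH 7.0 with 0.01% (detergent screen) or 0.0001% Triton X-100 was preincubated with compounds for 15 min at room temperature. Nitrocefin was then added from an 800 uM solution, and hydrolysis was followed at 480 nm.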
# HCMV inh: inhibitors of human cytomegalovirus; 4.5% of 410,000 active; activity change, negative = inhibition, % at 57.5 µM; HFF cells, HCMV-luciferase reporter, 72 h; hits give low values; in the data active means activity change below about -60%; inconclusive means no clear call, values can overlap the other calls; inactive means above about -39%
#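 Human foreskin fibroblasts infected with luciferase-reporter HCMV at MOI 1 PFU/cell, compounds at two doses. Luciferase measured 72 h post infection; normalized to buffer-only basal and Salinomycin (10uM) controls.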
# LmPK inhibitor: LmPK (Leishmania mexicana) enzyme inhibition. Potency, µM (highest dose often 57.5 µM), inactives show top-dose activity change, negative = inhibition, hits mostly inhibitors. 0.37% of 290,000 active. purified LmPK, Kinase-Glo ATP luminescence, 1 h; further: potency means the concentration at half of the fitted maximal effect
# Target sequence (Q27686 whole entry, looked up): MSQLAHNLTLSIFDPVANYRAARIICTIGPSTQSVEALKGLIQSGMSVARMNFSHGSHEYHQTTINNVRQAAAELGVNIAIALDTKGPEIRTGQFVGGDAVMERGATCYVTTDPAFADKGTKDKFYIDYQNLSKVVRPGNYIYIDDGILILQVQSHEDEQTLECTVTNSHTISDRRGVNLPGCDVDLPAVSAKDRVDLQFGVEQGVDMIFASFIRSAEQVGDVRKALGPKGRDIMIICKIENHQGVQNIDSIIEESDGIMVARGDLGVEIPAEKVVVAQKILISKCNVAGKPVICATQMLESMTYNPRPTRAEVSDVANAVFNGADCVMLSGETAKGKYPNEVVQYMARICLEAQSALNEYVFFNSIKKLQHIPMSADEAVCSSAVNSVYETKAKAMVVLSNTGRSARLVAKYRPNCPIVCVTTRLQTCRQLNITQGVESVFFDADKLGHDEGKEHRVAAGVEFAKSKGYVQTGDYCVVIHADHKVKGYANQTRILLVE
#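 qHTS format; LmPK 0.1 nM; substrates PEP 0.5 mM and ADP 0.1 mM. One-hour room-temperature incubation, then coupled luciferase luminescence; 0.5 nM enzyme wells mark activation.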
# TbPYK inhibitor: T. brucei pyruvate kinase inhibition; AID 624173; TbPYK enzyme, Kinase-Glo Plus ATP luminescence, 45 min; Q57TT1; Potency, µM (series often up to 76.8 µM), without a hit: at the top dose activity, negative = inhibition, usual class: inhibitors; 0.12% of 410,000 active; further: potency means the concentration at half of the fitted maximal effect; nearly all actives have a fitted effect of over 50% in size
#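 Activity of T. brucei pyruvate kinase was followed by Kinase-Glo Plus luminescence after the enzyme reacted 45 min at room temperature with 130 uM ADP (final) and substrate. Test compounds were added before ADP at multiple concentrations.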
# AMA1-RON2 inh: AMA1-RON2 (P. falciparum) interaction inhibition; 0.2% of 360,000 active; Potency, µM (highest dose often 58.2 µM), for inactives: top-dose activity change, negative = inhibition, usual class: inhibitors; AlphaScreen AMA1-biotinylated RON2 peptide binding;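 further: potency means the concentration at half of the fitted maximal effect; 0% = vehicle wells and -100% = peptide control; nearly all actives have a fitted effect of over 45% in size; some results filed as inactive show a strong effect at the top dose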
#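 AMA1 (3D7) with his tag at 25 nM final met compounds first, then biotinylated RON2 peptide at 25 nM; detection used donor plus acceptor beads, 10 µg/mL apiece, read by AlphaScreen after 30 min at room temperature.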
# Numbers without * were called inactive; ? = inconclusive; . = no result given; & = joins results of further samples; [ ] = remark or other dose. Unless noted, the call rests on the fitted dose curve; in most records, active means well fitted curve in the direction sought with a large enough effect; inconclusive means small, poorly fitted or top-dose-only effect, or another doubt; inactive means no such curve, though single readings can be large; an effect the other way counts as inactive or inconclusive. Unless noted, on the % scale 0 is the no-effect control and ±100 the full control effect.
# A first look (2 entries):
entry | Compound | HCV inh | AmpC inh no detg | AmpC inh detg | HCMV inh | LmPK inhibitor | TbPYK inhibitor | AMA1-RON2 inh
1 | COc1ccccc1CNC(=O)CSc1nc(C)cs1 | 10% | -24% | 4% | 14 | 0% | 2% | 11%
2 | COc1cccc(OCCSc2nc3ccccc3c(=O)[nH]2)c1 | -8% | -32% | -13% | -4 | 4% | 2% | 2%

# Results, from the first entry:
entry | Compound | HCV inh | AmpC inh no detg | AmpC inh detg | HCMV inh | LmPK inhibitor | TbPYK inhibitor | AMA1-RON2 inh
1 | COc1ccccc1CNC(=O)CSc1nc(C)cs1 | 10% | -24% | 4% | 14 | 0% | 2% | 11%
2 | COc1cccc(OCCSc2nc3ccccc3c(=O)[nH]2)c1 | -8% | -32% | -13% | -4 | 4% | 2% | 2%
3 | COc1ccc(OC)c(C(C)NC(=O)C(C)n2cc([N+](=O)[O-])cn2)c1 (stereo not drawn) | -10% | -1% | -1% | -6 | . | 0% | -4%
4 | O=C(COC(=O)/C=C/c1ccccc1Cl)NC(=O)NC1CCCC1 | 2% | -5% | ? | -12 | . | 2% | -2%
5 | COc1cccc(CN(C)CCCn2cnc3c(OC)ncnc32)c1 | . | . | . | 15 | . | -3% | 4%
6 | COc1ccc(-c2nc3nc(C)cc(C)n3c2Nc2c(C)cccc2C)cc1 | . | . | 9% | -8 | . | 0% | .
7 | COC(=O)c1c(NC(=O)c2ccc(S(=O)(=O)N3CCCC(C)C3)cc2)sc2c1CCN(C(C)C)C2 (stereo not drawn) | . | . | -4% | -30 | . | 1% | .
8 | CCOC(=O)c1[nH]c2ccc(OC)cc2c1NC(=S)N1CCN(C(=O)OCC)CC1 | -11% | 25% | 3% | -39 | 7% | 2% | 1%
9 | CN(C)N=Nc1nc2c(c(=O)n(C)c(=O)n2C)n1CC1CO1 (stereo not drawn) | 4µM* | -10% | 4% | -77* | 2% | -4% | 8%
10 | CC(=O)Nc1cccc(-c2cn3ccc(C)cc3n2)c1 | -5% | -14% | -1% | 73 | ? | -3% | -9%
11 | O=C(NCCN1CCOCC1)C1CCC(CNS(=O)(=O)c2ccccc2)CC1 (stereo not drawn) | 16% | 27% | 4% | -6 | 2% | -12% | -2%
12 | CC(Sc1ccccc1)C(=O)NCC1COc2ccccc2O1 (stereo not drawn) | -2% | -18% | -11% | -16 | . | -3% | -5%
13 | CN(C)C(CNC(=S)Nc1ccc(Cl)cc1)c1cccnc1 (stereo not drawn) | 12% | -38% | -5% | -28 | 4% | 1% | 5%
14 | CC1(C)Cc2c(cnn2-c2ccc(F)cc2)C(NC(=O)C2=CC(=O)CC(C)(C)O2)C1 (stereo not drawn) | . | . | . | 52 | . | 0% | -9%
15 | O=C(Nc1nnc(-c2ccc(Br)cc2)o1)c1cccc(N2C(=O)CCC2=O)c1 | 14% | -26% | ? | -20 | . | -9% | 92%[activator]
16 | Cn1cccc1CNCCc1ccc(F)cc1 | -3% | -12% | -9% | -14 | 6% | -1% | 1%
17 | COc1ccc(NS(=O)(=O)c2ccc3[nH]c4c(c3c2)CCCC4)cc1Cl | . | . | 4% | 1 | . | 4% | .
18 | COC(=O)C1=C(C)Nc2c(c(=O)n(C)c(=O)n2C)C1c1cccs1 (stereo not drawn) | 0% | -10% | -13% | 92 | -9% | -11% | 9%
19 | O=C(NC1CCCC1)C(NS(=O)(=O)c1ccc(Br)s1)c1ccccc1 (stereo not drawn) | -8% | -55% | -2% | -29 | 6% | -7% | 4%
20 | O=C(COC(=O)c1cccs1)Nc1ccc(F)c(F)c1 | 9% | -19% | 4% | 83 | . | 3% | -19%
21 | CCOC(=O)c1c(NC(=O)C(c2ccccc2)c2ccccc2)sc2c1C1CCN2CC1 | ? | -6% | 1% | -65* | 0% | -5% | -29%
22 | COc1ccc(CN(CC2CCC(C(=O)O)CC2)C(=S)Nc2ccc(C)c(Cl)c2)cc1 (stereo not drawn) | 10% | -34% | -4% | ? | 1% | -3% | 5%
23 | COc1ccc(NC(=O)c2cc3nc(-c4ccccc4)cc(-c4ccccc4)n3n2)c(OC)c1 | -13% | -12% | ? | 10 | 2% | 4% | -9%
24 | COC(=O)[C@]1(Cc2ccccc2)N[C@H](CN(C)C(=O)NC(C)C)[C@@H]2C(=O)N(Cc3ccccc3)C(=O)[C@@H]21 | 53%[activator] | 122%[activator] | . | 3 | . | 7% | 8%
25 | Cc1ccc2c(c1)N(C(=O)N1CCC(C(=O)NCCc3ccccc3)CC1)CC(C)O2 (stereo not drawn) | . | . | 18% | -10 | . | -3% | .
26 | CCn1cc(C(=O)NC(C)C23CC4CC(CC(C4)C2)C3)cn1 (stereo not drawn) | -3% | 65%[activator] | -15% | 0 | 1% | -7% | ?
27 | COc1ccc(S(=O)(=O)NC2CC2)cc1Br | 6% | -6% | -5% | 3 | 0% | 8% | -1%
28 | O=C(CSc1nc2ccccc2c(=O)n1CCCN1CCOCC1)NC12CC3CC(CC(C3)C1)C2 | -11% | 216%[activator] | -7% | ? | 2% | -5% | -2%
29 | O=C(Cn1nnc(-c2cc(Cl)ccc2-n2cnnn2)n1)N1CCCc2ccccc21 | -7%&-5% | 13% | -1% | -7 | 6% | -4% | 3%
30 | CCCNC(=O)C1(C)CCN(CCS(=O)(=O)c2ccc(C)cc2)C1 (stereo not drawn) | . | . | . | -6 | . | -8% | 19%

# Further compounds:
entry | Compound | HCV inh | AmpC inh no detg | AmpC inh detg | HCMV inh | LmPK inhibitor | TbPYK inhibitor | AMA1-RON2 inh
31 | Cc1ccc(C)c(S(=O)(=O)N2CCCCC2CCNC(=O)C(=O)NCCc2ccco2)c1 (stereo not drawn) | ? | 14% | ? | -27 | . | -4% | -14%
32 | O=C(CSc1ccc2nnc(-c3cccnc3)n2n1)Nc1ccccc1C(F)(F)F | -17% | -4% | -3% | -13 | -7% | -11% | -4%
33 | O=c1[nH]c(C2CCN(S(=O)(=O)c3ccc([N+](=O)[O-])cc3)CC2)nc2c1nnn2Cc1ccccc1 | 10% | 0% | -4% | -20 | 0% | -2% | -6%
34 | CC1(C)CC(=O)C2=C(C1)N=C1SCCC(=O)N1C2c1ccccc1 (stereo not drawn) | 13% | -2% | 5% | 21 | 7% | -4% | -15%
35 | C=CCn1c(C)cc(C(=O)COC(=O)CNC(=O)c2ccccc2)c1C | 4% | -4% | 0% | ? | 0% | 4% | 3%
36 | CCCNC(=O)C1CCN(S(=O)(=O)c2ccc3c(c2)OCCO3)CC1 | 31%[activator] | -13% | ? | -32 | . | -3% | 6%
37 | O=C(NCc1ccncc1)C1CCN(S(=O)(=O)c2ccc(F)cc2)CC1 | 14% | 13% | 1% | -10 | -1% | 6% | 16%
38 | Cc1cccc(NCc2nc(SCC(=O)Nc3ccccc3)n[nH]2)c1 | 5% | -49% | -15% | 42 | 14% | 0% | 1%
39 | COc1ccc(N2C(=O)CC(C3CCCO3)C2=O)cc1 (stereo not drawn) | 20% | -13% | 2% | -29 | 3% | 0% | 5%
40 | CCOC(=O)N1C=CC(C)=C[C@@H]2[C@@H](N3C(=O)c4ccccc4C3=O)C(=O)N21 | 22% | -12% | ? | 15 | 5% | -4% | 8%
41 | Cc1cccc(-n2ccnc2SCC(=O)Nc2cccc(S(=O)(=O)NC3=NCCC3)c2)c1C | 13% | -11% | -13% | -23 | . | -17% | -16%
42 | O=C1NC(=S)N/C1=C\c1cccnc1 | 18% | -8% | 1% | ? | 1% | 4% | -9%
43 | Cc1cccc(NC(=O)C2CCN(c3nc(C)cc(C)n3)CC2)c1 | -21% | 67% | -15% | -5 | 1% | 3% | -11%
44 | Cc1c(Cl)cccc1NC(=O)CN1CCN(CCN=CC2=C(O)CC(c3ccccc3)CC2=O)CC1 (stereo not drawn) | -29% | 6% | 5% | 8 | 0% | -16% | 23%
45 | O=C(NNc1c(Cl)cccc1Cl)c1ccno1 | 1% | -14% | -5% | 34 | -1% | -12% | 5%
46 | Cc1nnc(SCC(=O)NC2CCCCC2)n1N | -12% | -8% | . | 0 | . | -18% | -7%
47 | Cc1ccc(C(=O)Nc2ccc3nc(N4CCCCC4)cc(C)c3c2)cc1F | . | . | 2% | ? | . | 2% | .
48 | COc1ccc(S(=O)(=O)N2CCCCC2)cc1C(=O)N1CCCC1 | -15% | -4% | ? | 35 | -4% | 0% | 6%
49 | CC(N)c1ccc(Cl)cc1Cl (stereo not drawn) | 1% | -6% | -10% | 18 | -2% | 0% | 9%
50 | CCCn1ncc(OC)c(Cl)c1=O | 18% | -4% | 4% | -5 | -2% | -5% | 2%
51 | CN(C)C(=O)c1nc2ccc(Cl)cn2c1CN1CCCC(OCc2ccccc2)C1 (stereo not drawn) | -21% | 107%[activator] | 0% | ? | 1% | -3% | -3%
52 | CCN(C(=O)CSc1nnc(Nc2cccc(C)c2C)s1)C1CCS(=O)(=O)C1 (stereo not drawn) | 22% | 1% | -4% | -7 | 0% | -1% | -8%[11.6 µM]
53 | Nc1c2c(nc3ccc(Br)cc13)N(Cc1ccccc1)CC2 | 10µM* | -40% | ? | -32 | 2% | 0% | -18%
54 | Cc1ccc(N=Cc2cc(Cc3ccccc3Cl)cc([N+](=O)[O-])c2O)c(O)c1 | 20% | -45% | 4% | . | -5% | -3% | 10µM*
55 | O=C(OCc1nnc(-c2ccccc2)o1)c1ccc(-n2cnnn2)cc1 | 0% | -3% | -11% | -15 | . | -7% | -9%
56 | Cc1cccc(C(=O)Nc2cccc(NC(=O)c3ccccc3)c2)c1 | ? | 22µM* | 3% | -5 | 1% | 0% | -10%

# A second format for part of the listing above:
40: CCOC(=O)N1C=CC(C)=C[C@@H]2[C@@H](N3C(=O)c4ccccc4C3=O)C(=O)N21
51: CN(C)C(=O)c1nc2ccc(Cl)cn2c1CN1CCCC(OCc2ccccc2)C1 (stereo not drawn)
41: Cc1cccc(-n2ccnc2SCC(=O)Nc2cccc(S(=O)(=O)NC3=NCCC3)c2)c1C
38: Cc1cccc(NCc2nc(SCC(=O)Nc3ccccc3)n[nH]2)c1
53: Nc1c2c(nc3ccc(Br)cc13)N(Cc1ccccc1)CC2
56: Cc1cccc(C(=O)Nc2cccc(NC(=O)c3ccccc3)c2)c1
50: CCCn1ncc(OC)c(Cl)c1=O

Screen / compound no.,40,51,41,38,53,56,50
HCV inh,22%,-21%,13%,5%,10µM*,?,18%
AmpC inh no detg,-12%,107%[activator],-11%,-49%,-40%,22µM*,-4%
AmpC inh detg,?,0%,-13%,-15%,?,3%,4%
HCMV inh,15,?,-23,42,-32,-5,-5
LmPK inhibitor,5%,1%,.,14%,2%,1%,-2%
TbPYK inhibitor,-4%,-3%,-17%,0%,0%,0%,-5%
AMA1-RON2 inh,8%,-3%,-16%,1%,-18%,-10%,2%
